Screening results deposited in PubChem by The Scripps Research Institute Molecular Screening Center.
SRC2 inh: inhibition of GAL4-SRC2 driven luciferase reporter, primary screen, SRC2 inhibitor project, cell-based, luminescence | 370,000 compounds, 0.17% hits | HEK293 GAL4-SRC2 luciferase reporter | inhibition, % at 9 µM | Nuclear receptor coactivator 2 (Homo sapiens), Q15596;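 active means inhibition above the mean inhibition of all tested compounds plus 3 SD, set per campaign, cut at about 52% in these data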;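 further: 0% = DMSO treated cells and 100% = cells given Gossypol at 36 µM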
Target sequence (Q15596 whole entry, looked up, the tested form may be a part): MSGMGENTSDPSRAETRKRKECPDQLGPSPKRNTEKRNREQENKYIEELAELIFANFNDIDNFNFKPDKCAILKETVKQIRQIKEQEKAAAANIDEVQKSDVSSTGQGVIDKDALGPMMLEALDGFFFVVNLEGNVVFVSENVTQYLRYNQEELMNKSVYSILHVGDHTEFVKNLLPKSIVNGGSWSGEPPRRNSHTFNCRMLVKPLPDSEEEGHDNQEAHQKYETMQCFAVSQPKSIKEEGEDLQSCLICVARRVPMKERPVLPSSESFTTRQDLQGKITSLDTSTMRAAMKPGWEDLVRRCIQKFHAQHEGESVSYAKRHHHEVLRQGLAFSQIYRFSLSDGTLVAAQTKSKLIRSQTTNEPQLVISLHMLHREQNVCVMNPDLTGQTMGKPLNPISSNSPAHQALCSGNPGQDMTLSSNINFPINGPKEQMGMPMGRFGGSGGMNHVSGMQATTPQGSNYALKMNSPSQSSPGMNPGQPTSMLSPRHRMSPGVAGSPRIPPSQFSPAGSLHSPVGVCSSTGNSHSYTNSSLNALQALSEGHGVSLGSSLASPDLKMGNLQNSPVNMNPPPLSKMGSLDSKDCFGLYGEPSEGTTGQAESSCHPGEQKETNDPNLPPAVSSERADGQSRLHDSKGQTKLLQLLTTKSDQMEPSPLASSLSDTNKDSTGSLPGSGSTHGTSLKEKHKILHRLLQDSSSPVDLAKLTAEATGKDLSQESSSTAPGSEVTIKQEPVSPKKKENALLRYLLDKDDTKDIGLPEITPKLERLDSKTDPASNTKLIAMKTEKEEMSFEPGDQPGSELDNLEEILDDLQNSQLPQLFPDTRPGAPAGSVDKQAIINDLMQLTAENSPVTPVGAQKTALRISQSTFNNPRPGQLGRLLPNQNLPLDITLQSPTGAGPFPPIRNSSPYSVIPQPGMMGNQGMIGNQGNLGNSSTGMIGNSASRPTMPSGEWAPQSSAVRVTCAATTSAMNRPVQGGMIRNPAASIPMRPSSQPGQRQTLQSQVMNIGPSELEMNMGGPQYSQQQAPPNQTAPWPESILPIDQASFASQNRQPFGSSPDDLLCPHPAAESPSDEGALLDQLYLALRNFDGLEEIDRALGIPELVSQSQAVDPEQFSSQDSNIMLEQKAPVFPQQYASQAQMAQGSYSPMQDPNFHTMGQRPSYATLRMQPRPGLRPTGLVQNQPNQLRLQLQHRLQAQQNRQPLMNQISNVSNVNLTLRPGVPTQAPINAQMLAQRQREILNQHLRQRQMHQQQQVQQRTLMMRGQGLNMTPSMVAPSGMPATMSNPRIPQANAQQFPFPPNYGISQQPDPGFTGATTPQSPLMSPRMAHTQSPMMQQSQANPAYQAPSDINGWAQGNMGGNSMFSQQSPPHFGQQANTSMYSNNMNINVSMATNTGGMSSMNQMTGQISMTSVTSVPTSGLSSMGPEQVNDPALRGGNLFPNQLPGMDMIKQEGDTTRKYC
NR2F2 inh: NR2F2 transcriptional activity inhibitors, primary screen, cell-based, luciferase reporter, HEK293T, luminescence; COUP transcription factor 2 (Homo sapiens), P24468; AID 686940, 2013; 370,000 compounds, 0.7% hits; HEK293T NGFI-A luciferase reporter; inhibition, % at 8.6 µM;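 active means inhibition above a per-plate cutoff, mean inhibition of test wells between control levels plus 3 SD, cut at about 38% in these data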;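 further: cells cotransfected with COUP-TFII expression vector driving the NGFI-A reporter; 0% = median of COUP-TF2 test wells and 100% = reporter-only cells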
An asterisk follows results filed as active. An excerpt; count on the stated rates, not on these rows.

SMILES	SRC2 inh	NR2F2 inh
Cc1ccccc1Cn1cc(CN2[C@@H](CC(C)C)COc3cccc(F)c3S2(=O)=O)nn1	0	-4
Cn1cccc1/C=N/NC(=O)c1sc2cc(Cl)ccc2c1Cl	-23	-7
COC(=O)[C@]12C[C@H](CC(=O)NCc3cccs3)C(=O)N(Cc3ccc4c(c3)OCO4)C1=C[C@H](COCc1ccccc1)O[C@@H]2C	18	-7
O=C(NCCc1ccccc1)OCc1cn(Cc2ccc(F)cc2F)nn1	13	3
COc1ccccc1-c1ccc([C@@H]2C[C@H]3[C@H](CON3C)CN2S(=O)(=O)c2cc(Cl)cc(Cl)c2)cc1	-22	6
CCN(CC)CCN1C(=O)C(=O)/C(=C(/O)c2ccc(OCC(C)C)cc2)C1c1ccncc1 (stereo not drawn)	-26	-3
O=C(NCc1ccc(F)c(F)c1)C1C2C=CC3(CN(Cc4ccccc4)C(=O)C13)O2 (stereo not drawn)	6	-10
O=C(N[C@H](C(=O)N1CCC[C@H]1C(=O)NCCc1ccccc1Cl)c1ccccc1)c1ccc(Cl)cc1Cl	-1	7
COC(=O)C(C(=O)OC)[C@H]1C=C[C@@H](C(=O)NS(=O)(=O)c2ccc(C)cc2)N(C(C)=O)C1	-8	9
O=C(CCCCCn1c(=O)[nH]c2ccccc2c1=O)NC1CCCC1	-9	8
Cc1sc2nc(CN3CCC(C)CC3)nc(Cl)c2c1C	12	10
Brc1ccc(CSc2nnc(SCc3ccccc3)s2)cc1	-3	-14
COc1ccc(S(=O)(=O)NCc2ccc(C(=O)NCc3cccnc3)cc2)cc1	-7	-10
COC(=O)c1ccsc1NS(C)(=O)=O	11	-22
CCc1c(-c2ccc(OC)c(OC)c2)ncn1CCc1ccccc1OC	-2	-12
Cc1ccc(-n2c(SCC(=O)Nc3ccc(OCc4ccccc4)cc3)nnc2-c2ccccc2)cc1	16	-12
C=CCN(CC#Cc1ccccc1)CC1CC1	-5	-7
N#Cc1cccc(NC(=O)OCCN2C(=O)CCC23CCC(c2ccc(Cl)cc2)CC3)c1 (stereo not drawn)	2	-7
O=C(Nc1ccccc1)n1ccc2ccc(-c3ccc4cc[nH]c4c3)cc21	-16	-39
CCOC(=O)C1CSCCS(=O)(=O)N1Cc1cc(F)ccc1Br (stereo not drawn)	24	-1
CCN(CC)CCn1c(=S)[nH]c2cc(C(=O)N3CC=C(c4ccccc4)CC3)ccc2c1=O	-5	-14
O=C(NCCc1ccccc1)OCc1cn(-c2ccc(F)c(F)c2)nn1	4	1
CCOC(=O)Cc1csc2nc(-c3ccccc3)cn12	-18	-12
Cc1c[nH]c2cccc(-c3ccc(Cl)cc3)c12	-17	1
CCOC(=O)CC[C@H]1CC[C@]2(CCCN(C(=O)c3ccco3)C2)O1	-16	0

Next compounds.
SMILES	SRC2 inh	NR2F2 inh
O=C(Nc1nc2ncccn2c1-c1ccc(F)c(F)c1)c1ccc(F)cc1	-2	8
COC(=O)C1=C(C)N(Cc2ccccc2C(F)(F)F)C(=NCc2cccc(C(F)(F)F)c2)NC1CCc1ccccc1 (stereo not drawn)	7	-2
O=S1(=O)c2ccc(N3CCSCC3)cc2Oc2ccccc2CN1Cc1cn(Cc2cccc(F)c2)nn1	-34	13
CCOC(=O)C(=O)N1CCC(C(=O)NC2CCCc3ccccc32)CC1 (stereo not drawn)	-6	20
COC(=O)c1cc2c(c3c4cc(F)ccc4n(S(=O)(=O)c4ccccc4)c13)C(=O)N(Cc1ccccc1)C2	-3	8
CCOC(=O)CC[C@H]1CC[C@]2(CCCN(C(=O)C3CCCC3)C2)O1	17	-11
CC(C)CC1NC(=O)c2cc(Cl)ccc2-n2c1nc1ccccc1c2=O (stereo not drawn)	5	-10
CCCC[C@@H]1C(=O)N2N=Cc3cscc3[C@H]2N2N=Cc3cscc3[C@@H]12	14	11
O=C(CN1CCN(C(=O)c2cccc(F)c2)CC1)NC1CCCCC1	-17	-3
Cc1cc(Oc2cccnc2)ccc1NC(=O)Cc1c[nH]c2ccccc12	-14	-3
COCc1[nH]nc2c1C(c1ccc(C)cc1)N(c1ccc(OC)cc1)C2=O (stereo not drawn)	-16	3
CS(=O)(=O)c1ccc(CNC(=O)C2(C(F)(F)F)CC(CCCO)CCCO2)cc1 (stereo not drawn)	19	-2
C=CCn1c(SCC(=O)O)nnc1-c1ccco1	-18	-3
COc1cccc(OCCCN2CCC(C(O)(c3ccccc3)c3ccccc3)CC2)c1	-29	9
O=S1(=O)c2ccc(N3CCC[C@H]3CO)cc2O[C@@H]2CCN1C2	-26	-10
CN(C(=O)CSc1ncnc2c(-c3cccs3)nsc12)C1CCCCC1	5	6
CCC(C)[C@@H](C(=O)OC)N(CCc1cn(Cc2ccccc2)nn1)S(=O)(=O)c1ccccc1Br (stereo partly drawn)	0	-10
COc1cccc(CNC(=O)[C@H]2CCCN2C(=O)[C@H]2CCCN2C(=O)c2ccc(F)cc2)c1	-9	0
Cc1nc(N2CCCCC2C)c2nnn(Cc3ccccc3)c2n1 (stereo not drawn)	4	-20
CCCN1C(=O)c2[nH]nc(-c3ccccc3)c2C1c1ccc(C)cc1 (stereo not drawn)	-22	-8
CN1[C@@H](Cc2ccccc2)COc2cc(N3CCCC3)ccc2S1(=O)=O	14	27
COc1ccc(-n2c(SCC(=O)Nc3ccccc3-c3ccccc3)nnc2-c2cccnc2)cc1	16	-12
C#CCNC(=O)C[C@H]1C[C@@]2(C(=O)OC)C(=C[C@H](C3CCCC3)O[C@@H]2C)N(CCc2ccc(OC)c(OC)c2)C1=O	-6	10
CC(=O)OC12CCCN(C1)/C(=C/c1ccccc1)C2 (stereo not drawn)	-8	3
COC(=O)[C@H](Cc1ccccc1)NC(=O)[C@H]1C[C@@]2(N3CCCC3)c3ccccc3N(C(=O)OC(C)(C)C)[C@H]2N1C(=O)OC(C)(C)C	21	-5

Quoted at random: 4 compounds from above
SMILES	SRC2 inh	NR2F2 inh
C=CCn1c(SCC(=O)O)nnc1-c1ccco1	-18	-3
COc1ccc(-n2c(SCC(=O)Nc3ccccc3-c3ccccc3)nnc2-c2cccnc2)cc1	16	-12
CN1[C@@H](Cc2ccccc2)COc2cc(N3CCCC3)ccc2S1(=O)=O	14	27
COC(=O)c1cc2c(c3c4cc(F)ccc4n(S(=O)(=O)c4ccccc4)c13)C(=O)N(Cc1ccccc1)C2	-3	8

Later entries.
SMILES	SRC2 inh	NR2F2 inh
CCOC(=O)C(CNc1ccc(O)cc1)NC(=O)c1ccccc1 (stereo not drawn)	-34	13
COc1cc2c(c(OC)c1OC)C1(CCCCC1)CC2NS(=O)(=O)C(C)C (stereo not drawn)	-5	-4
Cn1c(=O)c2[nH]c(SCC(=O)N3CCN(c4cccc(C(F)(F)F)c4)CC3)nc2n(C)c1=O	-10	7
O=C(CN1C(=O)C2(OCCCO2)c2ccccc21)NCc1ccccc1Cl	6	-10
O=c1[nH]c2cc(Br)c(Br)nc2[nH]1	-16	14
C=CCn1cnc2c(c1=O)c1nc3ccccc3nc1n2-c1ccc(C)cc1	-31	-8
CC(C)NC(=O)N[C@H]1C[C@@H]2O[C@@H](CO)CC[C@@H]2O[C@@H]1CCc1ccc(-c2ccccc2F)cc1	-9	-14
O=C(NCc1ccccc1)[C@@H]1CCCN1C(=O)[C@H]1CCCN1C(=O)c1cc(F)cc(F)c1	-10	11
COC(=O)C1CN(C2CCCC2)CCS(=O)(=O)N1Cc1ccc(F)cc1 (stereo not drawn)	8	-13
COc1ccc(-n2c(SCC(=O)NNC(=S)Nc3ccc(C)cc3)nnc2-c2ccccc2)cc1	16	-29
COc1ccccc1NC(=O)OC1CC2CC1[C@H]1CCCCN1[C@H]2C (stereo partly drawn)	-10	-5
COc1ccc(C2C(C(=O)N3CCN(C=O)CC3)CC(=O)N2c2ccc(OC)cc2)cc1 (stereo not drawn)	-23	-11
Cc1ccc(C)c(NC(=O)CSc2nc(C)cc(=O)[nH]2)c1	7	2
Clc1ccc(CN2CCN(c3ncc(Cc4ccccc4)cn3)CC2)c(Cl)c1	24	20
CN1CCCCC(NC(=O)CSc2ccccc2)C1=O (stereo not drawn)	-17	-1
CC(C)Cn1c(SCC(=O)N2CCCc3ccccc32)nc2ccccc2c1=O	15	4
COc1ccc(N2CCN(C(=O)C3CCN(S(=O)(=O)c4ccc5c(c4)CC(C)N5C(=O)C4CC4)CC3)CC2)cc1 (stereo not drawn)	15	0
CC(=O)C1=C(C)NC(=S)NC1c1ccc(F)cc1 (stereo not drawn)	-1	11
CCOC(=O)[C@]12CCCC=C1N(Cc1ccc(OC)cc1)C(=O)[C@@H]2CC(=O)NCc1ccc(C)o1	15	25
COCCCN1C(=O)[C@H](CC(=O)N2CCN(C(=O)c3ccco3)CC2)[C@]2(C(=O)OC)CCCCC=C12	-10	13
O=C(CN(CCc1ccccc1)S(=O)(=O)c1ccc(Cl)s1)N1CCOCC1	-4	17
COc1ccc(/C=N/NC(=O)c2ccncc2)cc1COc1ccc(NC(C)=O)cc1	-25	12
COc1ccccc1C(=O)NC1CCCCN(Cc2ccc(Cl)cc2)C1=O (stereo not drawn)	-2	-6
CCOC(=O)N1CCN(C(=O)C[C@@H]2C(=O)N(Cc3ccc(OC)cc3)/C3=C/CCCCC[C@@]32C(=O)OCC)CC1	23	18
C[C@H]1[C@@H]2C[C@@]3(O[C@H](c4ccc(C(F)(F)F)cc4)N=C3C[C@@H]1c1ccccc1)N(Cc1ccncc1)C2=O	-9	17

An excerpt of these results, with values under each structure:
Sequence of screens – SRC2 inh	NR2F2 inh
- O=S1(=O)c2ccc(N3CCC[C@H]3CO)cc2O[C@@H]2CCN1C2
  -26	-10
- CN(C(=O)CSc1ncnc2c(-c3cccs3)nsc12)C1CCCCC1
  5	6
- CCC(C)[C@@H](C(=O)OC)N(CCc1cn(Cc2ccccc2)nn1)S(=O)(=O)c1ccccc1Br (stereo partly drawn)
  0	-10
- COc1cccc(CNC(=O)[C@H]2CCCN2C(=O)[C@H]2CCCN2C(=O)c2ccc(F)cc2)c1
  -9	0
- Cc1nc(N2CCCCC2C)c2nnn(Cc3ccccc3)c2n1 (stereo not drawn)
  4	-20
- CCCN1C(=O)c2[nH]nc(-c3ccccc3)c2C1c1ccc(C)cc1 (stereo not drawn)
  -22	-8
- CN1[C@@H](Cc2ccccc2)COc2cc(N3CCCC3)ccc2S1(=O)=O
  14	27

(more compounds)
SMILES	SRC2 inh	NR2F2 inh
Cc1ccc(S(=O)(=O)N2CCCC(C(=O)Nc3c(C)n(C)n(-c4ccccc4)c3=O)C2)cc1C (stereo not drawn)	10	10
CN(Cc1ccccc1)S(=O)(=O)c1cccc(C(=O)OCC2CCCCC2)c1	-8	0
C=CCn1c(SCC(=O)Nc2ccccc2-c2ccccc2)nnc1-c1ccccc1	-4	22
N#Cc1ccc(Cn2ccc3ccc(-c4ccc5ccn(Cc6ccc(C#N)cc6)c5c4)cc32)cc1	4	0
Cc1cc(CN2CCN(c3ncc(Cc4ccccc4)cn3)CC2)cc(C)c1O	2	18
COc1ccccc1Cc1c(-c2ccc(F)cc2)nc2c3ccccc3ccn12	-13	7
Cc1ccc(-c2nc(C3CCCN(S(=O)(=O)c4ccc(C)c(C)c4)C3)no2)cc1 (stereo not drawn)	-1	-22
COc1ccc2[nH]c(C)c(C(=O)CN(C)CC3OCCO3)c2c1	-22	2
COc1ccc(C(=O)C2(C(=O)Nc3cc(C)cc(C)c3)CC(c3ccccn3)=NO2)cc1 (stereo not drawn)	-19	-22
O=C1CSC(c2cn(-c3ccccc3)nc2-c2cccs2)N1Cc1ccccc1 (stereo not drawn)	-13	2
O=C(C(=O)N1CCC(CNS(=O)(=O)c2cccc3ccccc23)CC1)c1cccs1	-10	-6
CC1CCC2(CC1)CCN(CCCOC(=O)Nc1cccc(F)c1)C2=O (stereo not drawn)	20	-6
C=CCN1C(=O)[C@H](CC(=O)N2CCSCC2)[C@@]2(C(=O)OCC)CCCC=C12	4	3
COc1ccc(OC)c(CNS(=O)(=O)c2ccccc2Br)c1	-5	-1
C=CCCC1CN(Cc2ccc(OC)cc2)S(=O)(=O)c2c(cccc2N(C)S(=O)(=O)c2ccc(C)cc2)O1 (stereo not drawn)	6	8
Cn1c(N)c(C(=O)CCc2ccccc2)c(=O)n(C)c1=O	-36	-62
CC(C)c1[nH]nc2c1C(c1cccc(C(F)(F)F)c1)N(c1ccccc1)C2=O (stereo not drawn)	6	-14
CCOC(=O)[C@]12CCCCC/C=C\1N(Cc1ccc(OC)cc1)C(=O)[C@H]2CC(=O)N1CCC(c2ccccc2)CC1	27	13
CCC(c1ccc(NC(=O)OC(C)(C)C)cc1)c1cc(OC)cc(OC)c1 (stereo not drawn)	11	20
COc1ccc2c(c1)CNC2CS(=O)(=O)NCc1ccc(F)cc1 (stereo not drawn)	6	-10
COC(=O)[C@]12C[C@H](CC(=O)NCC3CCCCC3)C(=O)N(Cc3cccc4ccccc34)C1=C[C@H](C(C)C)O[C@@H]2C1CC1	14	9
COC(=O)[C@]12C[C@H](CC(=O)NCCC(C)C)C(=O)N(CCc3ccc(OC)c(OC)c3)C1=C[C@H](C(C)C)O[C@@H]2C1CC1	24	1
CC(C)N(C(N)=NC(=O)OCc1ccccc1)C(C)C	-15	-7
Cc1ccc(-n2c(SCC(=O)Nc3ccc(Oc4ccccc4)cc3)nnc2-c2cccc(C)c2)cc1	-7	-5
O=C1CCC2(CCCCC2)N1CCCO	-3	-7
COC(=O)[C@]12C[C@H](CC(=O)NCC34CC5CC(CC(C5)C3)C4)C(=O)N(Cc3ccco3)C1=C[C@H](COCc1ccccc1)O[C@@H]2C	-5	-15
COc1ccc2c(c1)[C@@]1(OCCC=C[C@H]1C)C(=O)N2C/C=C(\C)CCC=C(C)C	7	3
CCCC(C)C(=O)NC1CCCCN(Cc2ccccc2C)C1=O (stereo not drawn)	-10	4
COc1ccc(CNS(=O)(=O)/C=C/c2cc(C)ccc2CNC(=O)OC(C)(C)C)cc1	7	20
